# CAL PDZ FP-1 = CAL PDZ (human) peptide binding inhibition; 300,000 compounds, 0.92% hits; purified CAL PDZ, TMR-peptide fluorescence polarization, 1 h; AID 602252; Q9HD26; inhibition, % at 24.9 µM;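 active = mean inhibition of at least 30% with at least half of replicates also reaching 30%; inconclusive = no clear call, values can overlap the other calls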;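 note: 0% = DMSO neutral control and 100% = excess unlabeled competitor peptide PRC23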
# MITF TRPM1 HTS = increases MITF-driven TRPM1 promoter luciferase signal. 300,000 compounds, 0.75% hits. SK-MEL-5 TRPM1-promoter luciferase, 24 h; % of positive control, neutral wells = 0. activation, % at 12.5 µM;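 active = mean activation of at least 80% with every replicate also reaching 80%; inconclusive = mean reaches 80% but some replicate falls short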;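 note: 0% = neutral control wells and 100% = parthenolide positive control wells; values of inactives mirror those of a sister screen read the other way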
# PvdQ inh = blocks Pseudomonas aeruginosa PvdQ acylase activity; purified PvdQ acylase, fluorescence plate reader; inhibition, % at 10 µM; 340,000 compounds, 0.063% hits; in the data active = inhibition above about 30%, passing the limit was not always enough; inconclusive = no clear call, values can overlap the other calls;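 note: 0% = vehicle neutral wells and 100% = reference inhibitor wells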
# PfHsp90 set2 = inhibits growth of yeast expressing Plasmodium falciparum Hsp90. S. cerevisiae expressing PfHsp90, BacTiter-Glo ATP, 48 h; yeast lacking PDR1 and PDR3 efflux regulators. inhibition, % at 9.4 µM. 310,000 compounds, 0.32% hits;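 active = every replicate shows inhibition above about 80%, whatever the replicate mean, limit read from the data; inconclusive = mean inhibition reaches the set limit but some replicate falls short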;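 note: 0% = DMSO neutral controls and 100% = 20 µM radicicol positive controls; yeast relying on Plasmodium falciparum Hsp90 in place of its own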
# SR-BI DiI-HDL act = activators of SR-BI mediated HDL lipid uptake; CHO ldlA[mSR-BI] cells, DiI-HDL uptake fluorescence, 3 h; 100 = double the neutral-control signal; activation, % at 12.5 µM; 320,000 compounds, 0.096% hits; AID 504775;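 active = mean replicate activation of at least 60% and every replicate at or above 60%; inconclusive = mean or all-replicate condition met, but not both; inactive = mean below 60% and not all replicates reaching 60%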;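 note: 0% = median plate neutral-control signal and 100% = twice that signal; values of inactives mirror those of a sister screen read the other way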
#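 System: LDL receptor-deficient CHO ldlA cells overexpressing murine SR-BI | Timing: 3 h uptake period with compound, 37 °C | Medium: HEPES-buffered (25 mM, pH 7.4) F12 plus 0.5% BSA | Dosing: Single-point compound dose | Signal: Bottom-read fluorescence, 550/595 nm | Read-out: Retained DiI signal reflecting DiI-HDL uptake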
# dFosB activator = activators of mouse delta FosB homodimer. purified delta FosB, TAMRA-CDK5 oligo fluorescence polarization; percent of positive-control signal above neutral wells. activation, % at 25 µM. P13346. 340,000 compounds, 0.99% hits;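 active = mean activation above about 17%, with every replicate also reaching it, limit read from the data, passing the limit was not always enough; inconclusive = only one of the two conditions met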;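 note: fluorescence polarization rise as delta FosB binds a TAMRA Cdk5 AP-1 oligo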
# Target sequence (P13346 whole entry, looked up): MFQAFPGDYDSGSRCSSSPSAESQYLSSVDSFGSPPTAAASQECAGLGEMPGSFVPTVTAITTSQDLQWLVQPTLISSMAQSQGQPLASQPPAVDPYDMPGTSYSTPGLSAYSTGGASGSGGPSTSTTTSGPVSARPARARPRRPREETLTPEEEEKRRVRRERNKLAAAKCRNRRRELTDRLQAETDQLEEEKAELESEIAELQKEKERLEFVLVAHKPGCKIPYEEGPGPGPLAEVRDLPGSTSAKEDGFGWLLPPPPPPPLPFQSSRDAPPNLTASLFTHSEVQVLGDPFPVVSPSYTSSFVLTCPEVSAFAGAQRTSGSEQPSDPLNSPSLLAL
# Rtt109 HAT inh = C. albicans Rtt109 histone acetyltransferase inhibition. 330,000 compounds, 0.16% hits. purified Rtt109/Vps75, ThioGlo CoA-SH fluorescence, 4 h. inhibition, % at 34.9 µM. Q5AAJ8;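 active = inhibition of at least 50% in every replicate; inconclusive = best replicate reaches 50% inhibition but some replicates fall short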
# Target sequence (Q5AAJ8 whole entry, looked up): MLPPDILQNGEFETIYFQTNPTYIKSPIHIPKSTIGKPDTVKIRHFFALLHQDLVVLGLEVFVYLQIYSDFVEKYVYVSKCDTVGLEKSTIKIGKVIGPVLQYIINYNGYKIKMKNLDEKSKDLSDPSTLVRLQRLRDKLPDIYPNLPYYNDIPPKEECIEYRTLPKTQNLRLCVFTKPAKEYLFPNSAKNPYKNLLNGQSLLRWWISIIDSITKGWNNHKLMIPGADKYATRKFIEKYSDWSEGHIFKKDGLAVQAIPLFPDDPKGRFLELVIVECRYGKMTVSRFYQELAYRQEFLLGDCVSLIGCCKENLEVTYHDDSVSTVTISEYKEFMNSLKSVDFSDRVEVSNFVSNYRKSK
# CAL PDZ FP-2 = blocks peptide binding to human CAL PDZ domain; 330,000 compounds, 0.02% hits; purified CAL PDZ, TMR-peptide fluorescence polarization, 1 h; inhibition, % at 20 µM; Q9HD26; AID 504414;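 active = highest replicate inhibition of at least 40%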;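 note: plate controls were DMSO neutral control wells for no effect and unlabeled competitor peptide control wells for full effect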
#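 Control set: unlabelled peptide and DMSO controls / Material: purified CerCALP PDZ construct / Timing: 1 h incubation at room temperature before polarization reading / Doses: 20 µM, one dose / Detection: fluorescence polarization (mP)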
# NSD2 inh = blocks human histone methyltransferase NSD2. 310,000 compounds, 0.54% hits. NSD2 peptide methylation, AlphaScreen, 120 min. inhibition, % at 12.5 µM. AID 743445. O96028; in the data active = inhibition above about 50%
# SR-BI DiI inh = inhibitors of mouse SR-BI mediated HDL lipid uptake; ldlA[mSR-BI] CHO cells, DiI-HDL uptake fluorescence, 3 h; 320,000 compounds, 0.96% hits; inhibition, % at 12.5 µM; Q61009;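 active = mean replicate inhibition of at least 70% and a set share of replicates each scoring 70 or more; inconclusive = meets just one of the two criteria; inactive = fails both criteria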;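 note: 0% = median of neutral control wells and 100% = median of positive control wells; values of inactives mirror those of a sister screen read the other way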
# Starred values were filed as active, the others as inactive; ? = inconclusive; . = not tested or not shown.
1	CCOC(=O)Cc1nnc(NC(=O)CCc2ccccc2)s1
2	Cc1nn(CC(=O)Nc2cc(S(=O)(=O)N3CCOCC3)ccc2Cl)c(C)c1[N+](=O)[O-]
3	Cc1cccc(NC(=O)CSc2ccc(-c3ccc4c(c3)OCO4)nn2)c1C
4	C(=N\n1cnnc1)/c1cccc(OCCOc2ccccc2)c1
5	CCCCCOc1ccc(/C=N/NC(=O)c2nnn(-c3nonc3N)c2CN2CCCCCC2)cc1
6	Cc1cc(C)cc(OCc2nnc(SCC(=O)N3CCCCC3)o2)c1
7	CN(C1=NS(=O)(=O)c2ccccc21)c1ccc(OC(=O)c2ccccc2)cc1
8	COc1ccc(OC)c2sc(N3CCN(C(=O)c4ccc5ncsc5c4)CC3)nc12
9	COCCn1c(N)c(Sc2ccc(C)cc2)c(=O)[nH]c1=O
10	OC(CN1CCC(Cc2ccccc2)CC1)c1ccccc1 (configuration not stated)

assay / entry	1	2	3	4	5	6	7	8	9	10
CAL PDZ FP-1	-6	.	0	-1	0	-8	-1	-2	1	16
MITF TRPM1 HTS	-1	6	-14	22	8	-9	-3	-2	-7	-4
PvdQ inh	-7	-6	-14	-9	-8	-15	13	-6	-5	-9
PfHsp90 set2	-3	3	-83	5	18	17	4	6	22	29
SR-BI DiI-HDL act	9	5	-16	-29	.	3	.	-13	5	-7
dFosB activator	-2	-7	-13	-13	-8	-11	-6	4	0	-9
Rtt109 HAT inh	3	?	0	-2	-21	2	1	5	-2	4
CAL PDZ FP-2	0.3	-0.4	-0.2	-1.6	-0.1	0.1	-1.9	-1.2	-2.9	-1.6
NSD2 inh	-1	-2	-2	0	.	1	4	1	-8	2
SR-BI DiI inh	-9	-5	16	29	.	-3	.	13	-5	7

11	Cc1cc[n+](CCc2ccccc2)cc1C
12	O=C(NC(=S)Nc1ccccc1N1CCCCC1)c1ccccc1
13	CCOC(=O)C(NC(C)=O)C(=O)Nc1ccc(C)cc1C (configuration not stated)
14	O=C/C(=C\Nc1ccc(Cl)cn1)c1nc2cc(Cl)ccc2o1
15	O=C(NCCc1ccccc1)C1CCCN1C(=O)Nc1ccc(F)cc1 (configuration not stated)
16	Cc1ccc(-c2cnco2)cc1
17	COC(=O)c1c(-c2ccccc2)csc1N
18	CCCCNC(=O)N1CCCC(N(C)CCc2ccc(OC)c(OC)c2)C1 (configuration not stated)
19	O=C(N/N=C/c1sc(=O)n(-c2ccccc2)c1Cl)c1ccccc1
20	Cn1c(-c2ncc(F)cc2F)cc2onc(-c3c(F)cccc3Cl)c2c1=O

assay / entry	11	12	13	14	15	16	17	18	19	20
CAL PDZ FP-1	4	-3	-3	-2	0	28	-1	-1	1	-6
MITF TRPM1 HTS	-22	10	5	-3	.	4	0	.	60	87*
PvdQ inh	11	23	10	-4	-8	-9	-6	-14	14	-14
PfHsp90 set2	5	-11	6	-8	.	9	-5	13	10	-8
SR-BI DiI-HDL act	22	-41	14	6	3	32	22	-3	-85	-4
dFosB activator	2	-6	-5	3	-11	-6	4	-10	-5	-14
Rtt109 HAT inh	-1	.	18	-4	-7	4	-4	3	0	1
CAL PDZ FP-2	-0.1	-2.4	-2.2	-3.6	-3.6	-0.4	-0.9	-0.4	-4.2	0.8
NSD2 inh	-2	1	-2	3	-2	-2	-2	22	-1	.
SR-BI DiI inh	-22	41	-14	-6	-3	-32	-22	3	85*	4

21	CCN(C(=O)COC(=O)C1COc2ccccc2O1)c1c(N)n(Cc2ccccc2)c(=O)[nH]c1=O (configuration not stated)
22	COc1ccc(OC)c(-c2csc(NC(=O)Cn3[nH]c(=O)c4ccccc4c3=O)n2)c1
23	COc1ccccc1S(=O)(=O)Cc1ccc(C(=O)NCc2ccc3c(c2)OCO3)o1
24	Cc1cc(NS(=O)(=O)c2ccc(NC(=S)Nc3ccc(Cl)cc3C)cc2)no1
25	OCC[C@@H]1C[C@H](O)[C@@H](O)[C@]2(CCCc3ccccc3O2)O1
26	O=C(NC1(C(=O)NC2CCCC2)CCCCC1)c1ccc2c(c1)OCO2
27	CCOc1ccccc1N(CC(=O)N1CCCCCC1)S(C)(=O)=O
28	O=C(NCc1ccc2c(c1)OCO2)c1ccc(Cl)c(S(=O)(=O)N2CCOCC2)c1
29	COc1cc(OC)c(N2CC(C(=O)Nc3cccc(C(=O)NC4CC4)c3)CC2=O)cc1Cl (configuration not stated)
30	Cc1ccc(-c2noc(CCCC(=O)NCC3CCCO3)n2)cc1 (configuration not stated)

assay / entry	21	22	23	24	25	26	27	28	29	30
CAL PDZ FP-1	-3	-16	.	.	-1	2	-2	-2	.	-1
MITF TRPM1 HTS	5	-7	.	-9	-5	13	.	-15	0	-11
PvdQ inh	-11	-15	-8	-8	-3	-7	-7	-6	3	-19
PfHsp90 set2	.	-46	11	23	-14	7	-14	-23	-7	10
SR-BI DiI-HDL act	17	-50	-5	-51	41	21	27	-3	-6	18
dFosB activator	-9	-6	-10	1	-2	2	0	-6	-4	-8
Rtt109 HAT inh	-19	-23	-1	-2	-3	0	-18	-10	8	4
CAL PDZ FP-2	-0.1	-0.1	-0.9	-0.2	-0.3	0.4	-2.2	-0.9	-0.4	-1.1
NSD2 inh	-1	1	.	-2	.	.	0	-3	-1	-6
SR-BI DiI inh	-17	50	5	51	-41	-21	-27	3	6	-18

# Three of these compounds, set out differently.
item | Compound | CAL PDZ FP-1 | MITF TRPM1 HTS | PvdQ inh | PfHsp90 set2 | SR-BI DiI-HDL act | dFosB activator | Rtt109 HAT inh | CAL PDZ FP-2 | NSD2 inh | SR-BI DiI inh
26 | O=C(NC1(C(=O)NC2CCCC2)CCCCC1)c1ccc2c(c1)OCO2 | 2 | 13 | -7 | 7 | 21 | 2 | 0 | 0.4 | . | -21
27 | CCOc1ccccc1N(CC(=O)N1CCCCCC1)S(C)(=O)=O | -2 | . | -7 | -14 | 27 | 0 | -18 | -2.2 | 0 | -27
28 | O=C(NCc1ccc2c(c1)OCO2)c1ccc(Cl)c(S(=O)(=O)N2CCOCC2)c1 | -2 | -15 | -6 | -23 | -3 | -6 | -10 | -0.9 | -3 | 3

# From compound 23 as far as 25, as listed above:
23	COc1ccccc1S(=O)(=O)Cc1ccc(C(=O)NCc2ccc3c(c2)OCO3)o1
24	Cc1cc(NS(=O)(=O)c2ccc(NC(=S)Nc3ccc(Cl)cc3C)cc2)no1
25	OCC[C@@H]1C[C@H](O)[C@@H](O)[C@]2(CCCc3ccccc3O2)O1

assay / entry	23	24	25
CAL PDZ FP-1	.	.	-1
MITF TRPM1 HTS	.	-9	-5
PvdQ inh	-8	-8	-3
PfHsp90 set2	11	23	-14
SR-BI DiI-HDL act	-5	-51	41
dFosB activator	-10	1	-2
Rtt109 HAT inh	-1	-2	-3
CAL PDZ FP-2	-0.9	-0.2	-0.3
NSD2 inh	.	-2	.
SR-BI DiI inh	5	51	-41

# Next part.
31	CC(CCc1ccccc1)NC(=O)c1cccc([N+](=O)[O-])c1 (configuration not stated)
32	CCOc1cc(/C=N/Nc2ncnc(Cl)c2N)ccc1O
33	O=C(O)c1cc(N/N=C/c2ccncc2)ccc1Cl
34	COc1cccc(NC(=O)CN(C)S(=O)(=O)c2ccc3c(c2)NC(=O)CS3)c1
35	CCOC(=O)c1ccc(Cn2c(-c3ccccc3)nnc2-c2ccccc2)o1
36	O=C(COC(=O)c1nc(Cl)ccc1Cl)NCc1ccc(Cl)cc1
37	Cc1ccc(-c2nn(C)c(=O)c3ccccc23)cc1CN1CCCCC1
38	Brc1cccc(-c2nnc3sc(CN4CCC5(CC4)OCCO5)cn23)c1
39	Cc1ccc(C)c(SCC(=O)Nc2ccc(C)c(S(=O)(=O)N3CCOCC3)c2)c1
40	Cc1ccc([C@@H]2[C@@H]3C(=O)N(c4ccccc4)C(=O)[C@@H]3[C@]3(C)C(=O)N(Cc4ccc(-c5ccccc5)cc4)CC(=O)N23)o1

assay / entry	31	32	33	34	35	36	37	38	39	40
CAL PDZ FP-1	-3	-1	0	-1	-3	7	47*	-3	-3	4
MITF TRPM1 HTS	-7	51	-15	3	18	7	.	0	-3	2
PvdQ inh	-9	13	-5	-4	-6	-14	-21	-9	4	-4
PfHsp90 set2	-6	-24	4	15	21	-7	-3	.	-15	-19
SR-BI DiI-HDL act	-12	.	19	-2	-25	-1	-10	39	-24	-7
dFosB activator	-10	0	-1	2	-13	-7	-10	-7	-17	-9
Rtt109 HAT inh	1	3	0	6	15	-4	3	1	1	8
CAL PDZ FP-2	-1.1	1.3	0.5	-2.9	-1.8	-0.3	-0.6	-1.7	-0.3	-1.2
NSD2 inh	-4	3	0	-1	-2	-9	.	1	-4	.
SR-BI DiI inh	12	.	-19	2	25	1	10	-39	24	7

41	Cc1cc(C)cc(-c2nnc(SCC(=O)c3ccc4c(c3)OCCO4)o2)c1
42	N#Cc1c(-c2ccc(F)cc2)nc2n(c1=O)CCS2
43	O=C(NCc1ccncc1)C(=O)Nc1nc2ccccc2s1
44	COc1ccc(OC)c(N(C(=O)c2snc(C(N)=O)c2N)C(C(=O)NCc2ccccc2)c2ccc(O)cc2)c1 (configuration not stated)
45	CN(CC(=O)Nc1c(Cl)cccc1Cl)C(=O)Cc1ccc(S(=O)(=O)N2CCOCC2)s1
46	COc1ccc(-c2nc3ccccc3nc2-c2ccccc2)cc1
47	Cc1ccsc1C(=O)Nc1ccccc1N1CCCC1
48	COc1ccccc1CNC(=O)C(C)Sc1ccsc1[N+](=O)[O-] (configuration not stated)
49	Cc1ccc(C(=O)N2CCC(C)CC2)cc1C
50	Cc1cc(O)c(-c2cc(O)c(C)cc2O)cc1O
51	Cc1ccccc1NC(=O)Cc1nc(COC(=O)c2cccc([N+](=O)[O-])c2)cs1

assay / entry	41	42	43	44	45	46	47	48	49	50	51
CAL PDZ FP-1	1	-4	9	-5	.	8	5	-1	0	2	25
MITF TRPM1 HTS	-10	-1	3	-2	-7	-8	-5	1	13	.	-4
PvdQ inh	-10	16	5	9	-10	5	-1	-11	-7	20	-21
PfHsp90 set2	0	-10	17	-8	28	4	.	4	-12	-16	2
SR-BI DiI-HDL act	6	4	9	12	13	-17	-27	-11	-16	5	30
dFosB activator	-2	-8	-1	6	8	-4	-5	-6	7	0	-1
Rtt109 HAT inh	-4	10	8	10	-4	19	8	.	-1	0	-21
CAL PDZ FP-2	0.8	-0.5	-0.5	-0.5	-0.3	0.0	-2.0	-1.2	-0.3	1.6	-1.8
NSD2 inh	8	-1	-1	3	0	-20	2	-2	-1	5	1
SR-BI DiI inh	-6	-4	-9	-12	-13	17	27	11	16	-5	-30

# From PubChem BioAssay

# Compounds as they come. Share with any hit: about 4.3%.
